# Bioassay records: PubChem, several laboratories
# MEKK2wt PB1 HTS: raises or lowers MEK5 binding to wildtype human MEKK2 PB1 domain | AID 1531 | bead flow cytometry, Alexa488-MEK5 binding to MEKK2 WT; actives lie on both sides | 290,000 tested, 1.1% active | binding response (% of control), % at 10 µM | Q9Y2U5; in the data active means binding response below about 67% or above about 130%
# V1aR counter: activates human V1a receptor in oxytocin agonist counter-screen; CHO-V1R cells, Fluo-8 calcium fluorescence, agonist mode; 0% DMSO, 100% 3 nM vasopressin; activation, % at 3 µM; 320,000 tested, 0.25% active;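 active means activation above the mean activation of all tested compounds plus 3 SD, per screening run, cut at about 20% in these data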;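 further: signal is peak over basal fluorescence ratio across a 100 second FLIPR read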
# PHOSPHO1 block: PHOSPHO1 (human) inhibition; Q8TCT1; recombinant PHOSPHO1, absorbance phosphatase assay; inhibition, % at 13.3 µM; 290,000 tested, 1.1% active; in the data active means inhibition above about 60%
# Target sequence (Q8TCT1 whole entry, looked up): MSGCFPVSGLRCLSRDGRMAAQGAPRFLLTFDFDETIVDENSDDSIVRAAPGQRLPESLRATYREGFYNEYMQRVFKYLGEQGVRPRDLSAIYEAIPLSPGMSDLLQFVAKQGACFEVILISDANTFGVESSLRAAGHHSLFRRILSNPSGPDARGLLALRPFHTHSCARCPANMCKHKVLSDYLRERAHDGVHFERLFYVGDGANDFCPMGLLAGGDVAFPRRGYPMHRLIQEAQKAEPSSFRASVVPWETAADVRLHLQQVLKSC
# OXTR ag: activates the human oxytocin receptor; activation, % at 3 µM; 320,000 tested, 0.32% active; CHO-OTR cells, Fluo-8 calcium fluorescence; normalized: DMSO 0%, oxytocin 100%;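 active means activation above the mean of all tested compounds plus 3 SD, cutoff set per screening run, cut at about 20% in these data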;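 further: peak over basal fluorescence ratio from a 100 s FLIPR kinetic read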
# Target sequence (P30559 whole entry, looked up): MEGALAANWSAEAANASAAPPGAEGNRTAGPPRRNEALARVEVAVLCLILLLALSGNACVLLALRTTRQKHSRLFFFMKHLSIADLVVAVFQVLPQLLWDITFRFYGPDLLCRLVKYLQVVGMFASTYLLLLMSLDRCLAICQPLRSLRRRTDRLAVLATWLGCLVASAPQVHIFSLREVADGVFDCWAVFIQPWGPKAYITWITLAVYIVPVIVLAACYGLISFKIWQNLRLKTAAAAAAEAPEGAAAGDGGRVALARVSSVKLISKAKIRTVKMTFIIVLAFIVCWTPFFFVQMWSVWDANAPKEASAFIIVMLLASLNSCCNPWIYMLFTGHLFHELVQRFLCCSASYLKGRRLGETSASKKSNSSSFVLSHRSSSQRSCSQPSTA
# MEKK2 mut-MEK5: signal of MEK5 binding to mutant human MEKK2 PB1 domain | AID 1530 | bead flow cytometry, Alexa488-MEK5 binding to MEKK2 mutant | 290,000 tested, 0.35% active | percent response, % at 10 µM; in the data active means percent response above about 24%, passing the limit was not always enough; further: inactives centre near 1; some results filed as inactive read as strong as hits; reference of the scale not given here
# GPR7 antagonist: antagonists of human GPR7 (neuropeptides B/W receptor 1); P48145; GPR7-expressing cells, fluorescence antagonist assay; inhibition, % at 4.4 µM; 290,000 tested, 1.1% active; in the data active means inhibition above about 16%, passing the limit was not always enough;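 further: cells stimulated with the agonist NPW; 0% = agonist with vehicle and 100% = vehicle without agonist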
# GalR3 antagonist: blocks the human galanin receptor 3. O60755. HEK293 GalR3-CNG cAMP membrane potential fluorescence; galR3 body fused to GalR1 C-terminus. inhibition, % at 3 µM. 360,000 tested, 0.44% active. AID 651719;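 active means inhibition above the screen-wide average plus 3 SD, cut at about 13% in these data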;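 further: forskolin and galanin both at EC90 stimulate the cells; cAMP rise reported by CNG channel membrane potential dye signal; 0% = forskolin plus galanin with DMSO and 100% = forskolin alone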
# Target sequence (O60755 1-299 limits assumed): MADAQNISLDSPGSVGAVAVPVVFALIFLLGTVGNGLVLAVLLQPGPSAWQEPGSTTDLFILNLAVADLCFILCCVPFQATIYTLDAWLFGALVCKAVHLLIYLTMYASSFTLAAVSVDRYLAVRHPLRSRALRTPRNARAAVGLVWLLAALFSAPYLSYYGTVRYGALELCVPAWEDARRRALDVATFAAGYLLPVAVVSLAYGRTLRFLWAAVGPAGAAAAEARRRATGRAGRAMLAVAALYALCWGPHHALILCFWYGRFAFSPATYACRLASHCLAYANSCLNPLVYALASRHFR
# MEKK3 PB1 HTS: modulators (inhibitors or enhancers) of MEK5 binding to human MEKK3 PB1 domain. bead-based flow cytometry, Alexa488-MEK5 binding to MEKK3; actives lie on both sides; 0 = blocked by unlabeled MEK5, 100 = vehicle. binding response (% of control), % at 10 µM. 290,000 tested, 1.4% active;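 active means binding response more than 3 SD above or below the average of its plate-row segment, actives on both sides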;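 further: Alexa488 bead fluorescence after subtracting the streptavidin-only scavenger bead signal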
# NALP1 inh: NALP1 inhibition | S. cerevisiae NALP1/ASC/caspase-1 growth, X-gal OD620, 72 h | 280,000 tested, 0.61% active | inhibition, % at 10 µM; in the data active means inhibition mostly above about 24%, no sharp cut-off; inactive means mostly below about 32%; further: some compounds called inactive have numbers as strong as hits
# * hit, by the source's call; nt = no result given. Compounds as they come. Share with any hit: about 5.4%.
SMILES,MEKK2wt PB1 HTS,V1aR counter,PHOSPHO1 block,OXTR ag,MEKK2 mut-MEK5,GPR7 antagonist,GalR3 antagonist,MEKK3 PB1 HTS,NALP1 inh
Cc1ccc(CCC(=O)Nc2ccc(Br)cc2)o1,96,nt,29,nt,2,1,-1,95,4
CCN=C1SC(C(=O)Nc2ccc(Cl)c(Cl)c2)CC(=O)N1CC (configuration not stated),nt,0.1,20,-1.3,nt,-5,-7,nt,2
CC(=O)N1CCN(Cc2nc3cc(NC(=O)c4ccccc4Cl)ccc3n2C)CC1,91,0.8,50,0.1,-9,-3,4,99,5
COc1cc(CN2CCC(Cc3ccccc3)CC2)c([N+](=O)[O-])cc1OC,103,0.3,19,-0.3,-2,-5,2,97,28
O=C(Nc1nnc(C2=COCCO2)o1)c1ccc([N+](=O)[O-])cc1,104,-0.1,48,-0.1,7,-3,0,96,-2
CCCCN(C)C(=O)c1nc2ccccn2c1CN1CCN(C/C=C/c2ccccc2)CC1,91,0.1,32,-1.2,-9,26*,-8,93,14
O=C(CNC(=O)C1CCCCC1)NNC(=O)c1ccc(Cl)cc1Cl,100,1.5,17,-0.8,-1,-2,-2,101,7
CCOC(=O)C1=C(C)N(C)C(=S)NC1c1cccc(Cl)c1Cl (configuration not stated),99,-0.6,6,-2.6,0,-9,-5,105,4
O=C(N/N=C\c1cc2c(cc1Cl)OCO2)c1cccnc1,100,-0.4,13,-0.2,-4,-3,1,97,17
CCCNC(=O)C(=O)NCC1CCCN1CC (configuration not stated),94,-0.1,4,-0.3,-11,-8,2,99,9
O=C(Nc1cccnc1)c1cc(-c2ccc(Cl)cc2)on1,104,2.2,-17,1.7,8,-3,-4,107,2
CN1CCN(C(=O)c2ccccc2NC(=O)COc2ccccc2Cl)CC1,105,0.1,31,-0.4,8,-14,-1,101,5
CCOC(=O)Cc1c(C)[nH]n(-c2ccccc2)c1=O,102,0.8,16,-1.4,10,-8,-4,104,30
Cc1nn(Cc2ccccc2)c(C)c1N,90,0.0,26,0.1,-5,0,3,90,29
Cc1ccc(S(=O)(=O)NCCCCCC(=O)Nc2ccccc2)cc1,99,0.3,1,1.4,0,1,-4,99,22
CCN(C(=O)c1ccc(NC(C)=O)cc1)c1ccccc1,102,1.1,13,0.6,4,9,-3,101,18
O=C(CCc1ccccc1)NC(=S)Nc1cccc(Br)c1,104,4.5,-7,1.0,0,-4,2,101,18
CC(C)c1[nH]nc2c1C(c1cccnc1)C(C#N)=C(N)O2 (configuration not stated),100,0.8,-12,-0.1,5,-3,0,107,-9
COc1ccc(C(=O)COc2cccc(NC(=O)c3ccco3)c2)cc1,102,5.1,0,0.2,3,-3,-7,106,-3
FC(F)Oc1ccccc1/C=N/Nc1nc2ccccc2o1,97,0.2,-14,-1.1,-6,-10,-11,97,28
OCCNc1nc2nonc2nc1NCCO,102,0.0,8,0.2,-2,-9,-2,109,17
CC(C)n1cc(CN2CCC(n3nccc3NC(=O)C3CCCC3)CC2)cn1,111,0.5,-17,0.1,4,-2,-1,98,19
Cc1ccc(N2CC(C(=O)N3CCOCC3)CC2=O)cc1Cl (configuration not stated),102,-0.6,-3,-0.7,-5,14,-9,102,-2
CC1(C)CC2(CCO1)N1CC3(C)CN2CC(C)(C1)C3O (configuration not stated),104,0.7,-7,1.0,1,9,-1,99,4
CC1(c2nnc(-c3ccncc3)o2)CC(c2ccc(F)cc2)=NO1 (configuration not stated),101,5.4,26,4.0,7,nt,-3,99,-22
O=C(C1CCCN(S(=O)(=O)Cc2ccccc2)C1)N1CCc2ccccc21 (configuration not stated),96,2.1,19,1.4,0,-6,-3,97,8
Cc1ccc(C(=O)Nc2ncn[nH]2)cc1,107,-0.3,19,0.7,8,-17,-12,106,1
CCOc1cc(/C=N\NC(=O)OC(C)(C)C)ccc1OC(=O)c1ccco1,91,-1.1,5,-1.8,-3,-9,-3,95,5
Cc1oc(C(C)(C)C)cc1C(N)=O,96,3.3,-10,0.9,-17,-1,-3,89,8
CNC(=O)Nc1cccc(-c2ccnc(C)n2)c1,95,-0.3,15,0.0,-6,13,7,94,-8

# Single records (already shown). Screens in order: MEKK2wt PB1 HTS	V1aR counter	PHOSPHO1 block	OXTR ag	MEKK2 mut-MEK5	GPR7 antagonist	GalR3 antagonist	MEKK3 PB1 HTS	NALP1 inh
# `O=C(CCc1ccccc1)NC(=S)Nc1cccc(Br)c1` reads 104	4.5	-7	1.0	0	-4	2	101	18
# `Cc1ccc(N2CC(C(=O)N3CCOCC3)CC2=O)cc1Cl` (configuration not stated) reads 102	-0.6	-3	-0.7	-5	14	-9	102	-2
# `CC1(c2nnc(-c3ccncc3)o2)CC(c2ccc(F)cc2)=NO1` (configuration not stated) reads 101	5.4	26	4.0	7	nt	-3	99	-22
# `OCCNc1nc2nonc2nc1NCCO` reads 102	0.0	8	0.2	-2	-9	-2	109	17
# `CC(C)c1[nH]nc2c1C(c1cccnc1)C(C#N)=C(N)O2` (configuration not stated) reads 100	0.8	-12	-0.1	5	-3	0	107	-9

# Next compounds:
SMILES,MEKK2wt PB1 HTS,V1aR counter,PHOSPHO1 block,OXTR ag,MEKK2 mut-MEK5,GPR7 antagonist,GalR3 antagonist,MEKK3 PB1 HTS,NALP1 inh
COC(=O)c1ccccc1OCCOc1ccccc1C(=O)OC,103,-0.4,41,-0.4,1,-4,-7,101,8
CC1(C)CC(=O)C2=C(C1)NC(=O)NC2c1ccc([N+](=O)[O-])cc1 (configuration not stated),102,0.8,15,0.8,2,0,-7,97,19
O=C(CCC1CCN(Cc2ccc(C#CCCO)cc2)CC1)NC1CC1,123,0.3,34,-0.6,17,2,-10,116,15
COc1ccc(OC)c2sc(N(CCN(C)C)C(=O)c3cc(Cl)sc3Cl)nc12,125,5.0,-8,1.1,-3,-10,-10,103,-6
COc1ccccc1CNS(=O)(=O)c1ccc2c(c1)CC(=O)N2C,98,1.3,27,1.2,-4,-7,-7,96,6
CCOC(=O)c1ccc(NC(=O)N2CCCCCC2)cc1,96,0.3,38,0.4,1,-15,-3,100,43*
CCn1cc(CN2CCN(Cc3ccsc3)C(CCO)C2)cn1 (configuration not stated),94,0.1,15,1.1,-9,-4,4,99,3
CCOC(=O)C1CCN(C(=O)C(=O)N2CCC(C(=O)OCC)CC2)CC1,94,0.0,8,-0.4,-3,-5,-9,92,9
Cc1ccnc(Nc2nc(-c3ccc(O)c(O)c3)cs2)c1,106,-1.1,14,-2.6,4,41*,-7,110,4
COc1cc(/C=C(\C#N)c2ccccn2)ccc1OCC(=O)Nc1c(Cl)cccc1Cl,97,0.8,-2,0.7,-1,-14,-5,96,20
CCN1CCN(C(=O)c2cn(CCOC)c(=O)c3c2c2ccccc2n3C)CC1,86,-0.6,-3,0.4,-9,0,2,78,20
COc1ccc(CN2CCSCC2)c(OC)c1C,105,nt,34,nt,6,3,-2,99,-9
NCCCC[C@H]1CNC(=S)N1CC1CCCCC1,104,1.8,22,0.4,2,3,-3,98,-15
COc1ccc(-c2csc(Nc3cc(C)ccn3)n2)cc1OC,118,-0.8,17,-2.0,6,-13,-10,111,8
O=C(CN1C(=O)c2ccc([N+](=O)[O-])cc2C1=O)NCc1ccc(C(=O)O)cc1,104,1.2,19,0.7,6,-1,-2,100,2
CCOCCCNC(=O)C1CCN(S(=O)(=O)N2CCCCC2)CC1,nt,-0.7,18,0.7,nt,-5,-3,nt,-19
Cc1ccccc1NC(=O)Cn1nc(C(F)(F)F)cc1C1CC1,100,-1.2,5,-0.9,7,0,-5,102,30
COc1ccccc1C(c1nnnn1C1CCCC1)N1CCN2CCCC2C1 (configuration not stated),101,-0.5,4,-0.9,3,-12,-7,100,25
CC(=O)Cc1nsc(NC(=O)c2ccc(-c3ccc(Cl)c(C(F)(F)F)c3)o2)n1,85,0.3,-17,0.0,-4,nt,nt,89,-2
CCCCN1C2CCCC1CC(NC(=O)c1cccc(OC)c1)C2 (configuration not stated),110,1.7,19,1.5,4,-15,-8,106,14
COc1ccc2cc(C(=O)Nc3ccc(S(N)(=O)=O)cc3)sc(=O)c2c1OC,90,-0.5,33,-1.0,-7,-7,-3,95,-5
CCN(CC)S(=O)(=O)c1ccc(C)c(NC(=S)NC2CCCCC2)c1,85,5.7,12,3.9,-18,-4,0,84,-6
O=C(Cc1coc2ccc3ccccc3c12)Nc1nnc(C2CC2)s1,nt,0.3,18,-0.5,nt,-19,-4,nt,0
CCC(Sc1nncn1C)C(=O)Nc1nnc(-c2ccc(Cl)cc2)s1 (configuration not stated),103,1.3,10,1.6,9,-6,nt,105,nt
CCN(CC)S(=O)(=O)c1ccc(Cl)c(NC(C)=O)c1,107,0.8,30,0.1,5,-19,-6,103,2
Cc1ccc2cc(C(c3nnnn3C3CCCC3)N(Cc3ccco3)Cc3cccs3)c(=O)[nH]c2c1 (configuration not stated),90,1.8,26,1.9,-2,-7,-4,103,7
Cc1ccc(NC(=O)c2ccc(OC(F)(F)F)cc2)cc1S(=O)(=O)N(C)C,110,8.8,12,7.7,13,0,0,99,22
CC(=O)Nc1ccc(NC(=O)CCc2nc3ccccc3c(=O)[nH]2)cc1,93,-0.1,-24,0.0,-7,-13,-7,94,17
O=C(Cc1ccc(Cl)cc1Cl)NCC1(N2CCOCC2)CCCCC1,103,-0.5,29,-1.0,-3,-2,3,106,-15
COc1cc(NC(=O)C2CCN(c3cnccn3)CC2)cc(OC)c1,94,2.6,10,0.6,1,-6,-9,102,18
CC(C)CC(=O)NC(C)C(c1cccs1)N1CCOCC1 (configuration not stated),98,-0.9,22,0.0,3,-5,-5,94,nt
CCOc1ccc(C(=O)Nc2cc(OC)ccc2OC)cc1,97,-1.1,-7,-0.9,-1,-11,-5,97,20
Cc1ccc(NC(=S)N2CCN(C(=O)C3CCCO3)CC2)c(C)c1 (configuration not stated),105,0.6,44,1.4,5,-4,-2,102,-22
CC1CCN(C(=O)C(=O)c2cn(CC(=O)N3CCCCCC3)c3ccccc23)CC1,80,0.8,14,-0.1,-7,-16,-1,95,-5
CCOc1ccc(C(=O)C2CCN(C(=O)c3ccccc3C(=O)O)CC2)cc1,102,0.1,15,0.3,1,3,-4,98,4
COc1ccc(Nc2nc(-c3cccnc3)cs2)c(OC)c1,104,nt,-2,nt,6,2,-9,108,17
CC(=O)/C(N=Nc1cc2c(cc1[N+](=O)[O-])OCCO2)=C(\C)O,84,0.8,2,0.7,-6,-3,-2,73,-15
COc1ccccc1OCc1nc2ccccc2n1C,104,0.3,10,-1.9,8,5,-9,103,10
CN1C(=S)SC(N2OC3C(=O)N(c4ccccc4)C(=O)C3C2c2ccccc2)C1(C)C (configuration not stated),98,0.1,-4,-2.5,0,-15,0,87,27
COc1cccc(NC(=O)CC(=O)c2ccc([N+](=O)[O-])cc2)c1,107,0.1,16,0.7,10,6,-8,110,1
CS(=O)(=O)c1ccc2nc(NC(=O)c3ccc(N4C(=O)CCC4=O)cc3)sc2c1,94,1.7,1,0.3,-7,-9,nt,88,10
CN(c1ccccc1)S(=O)(=O)c1cccc(NC(=O)Cn2cnc3ccccc3c2=O)c1,100,9.6,1,6.2,8,-6,-4,104,4
O=C(Nc1ccncc1)c1ccc([N+](=O)[O-])cc1Cl,100,2.8,16,1.4,1,-10,-12,96,0
Cc1ccc(S(=O)(=O)N2CCN=C2c2ccccc2)cc1C,95,-0.1,-32,-1.8,-3,-18,-2,95,-10
CN1CCN(C(=O)c2cc3nc(-c4ccc(F)cc4)cc(C(F)(F)F)n3n2)CC1,108,0.7,7,1.0,0,-5,0,108,4
